PrPC surface inh = cell surface PrPC inhibition, primary TR-FRET screen. P04156. TR-FRET read-out. inhibition, % at 13.8 µM. 370,000 compounds, 0.43% hits; in the data active = inhibition above about 24%; also: 0% = median of the test wells and 100% = reference compound wells
PfHsp40 yeast = compounds rescuing yeast from Plasmodium falciparum HSP40 toxicity | S. cerevisiae expressing PfHsp40, growth rescue, ATP luminescence | growth rescue, % at 12.5 µM | 340,000 compounds, 0.68% hits | AID 504582; in the data active = growth rescue above about 28%, passing the limit was not always enough; inconclusive = no clear call, values can overlap the other calls;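 also: yeast W303a lacking pdr1 and pdr3 grown in galactose medium; growth measured after three days at 30 °C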
TcdB inh = inhibitors of Clostridioides difficile toxin B glycohydrolase; TcdB glycohydrolase enzymatic assay, plate reader; P18177; 350,000 compounds, 0.24% hits; inhibition, % at 9.99 µM; in the data active = inhibition above about 10%
Vc quorum ag = induces V. cholerae light production without autoinducers. V. cholerae BH1578 lux reporter, luminescence, 6 h. activation, % at 18.7 µM. 350,000 compounds, 0.16% hits. AID 588436; in the data active = activation mostly above about 9.7%, no sharp cut-off; inconclusive = no clear call, values can overlap the other calls; inactive = mostly below about 3.7%; also: not every result past the cut was called active; inactives centre near 0; reference of the scale not given here
3CLpro inhibitor = SARS-CoV 3CLpro protease inhibition | P0C6X7 | recombinant SARS-CoV 3CLpro, quenched FRET peptide cleavage | inhibition, % at 6 µM | 290,000 compounds, 0.14% hits | AID 1706; in the data active = inhibition above about 12%
Yp Topo-I inh = blocks Yersinia pestis topoisomerase I activity. Y. pestis Topo-I cleavage product accumulation, plate reader. activity, % at 10 µM. 360,000 compounds, 0.064% hits; in the data active = activity above about 50%, passing the limit was not always enough; inconclusive = no clear call, values can overlap the other calls; also: inactives centre near 2
Anthrax LF inh2 = anthrax lethal factor protease inhibition; AID 588501; P15917; inhibition, % at 10 µM; 360,000 compounds, 0.12% hits; multiplex microsphere protease cleavage assay, LF; also: plate controls were buffer without enzyme for full effect and enzyme alone for no effect
Target sequence (P15917 whole entry, looked up): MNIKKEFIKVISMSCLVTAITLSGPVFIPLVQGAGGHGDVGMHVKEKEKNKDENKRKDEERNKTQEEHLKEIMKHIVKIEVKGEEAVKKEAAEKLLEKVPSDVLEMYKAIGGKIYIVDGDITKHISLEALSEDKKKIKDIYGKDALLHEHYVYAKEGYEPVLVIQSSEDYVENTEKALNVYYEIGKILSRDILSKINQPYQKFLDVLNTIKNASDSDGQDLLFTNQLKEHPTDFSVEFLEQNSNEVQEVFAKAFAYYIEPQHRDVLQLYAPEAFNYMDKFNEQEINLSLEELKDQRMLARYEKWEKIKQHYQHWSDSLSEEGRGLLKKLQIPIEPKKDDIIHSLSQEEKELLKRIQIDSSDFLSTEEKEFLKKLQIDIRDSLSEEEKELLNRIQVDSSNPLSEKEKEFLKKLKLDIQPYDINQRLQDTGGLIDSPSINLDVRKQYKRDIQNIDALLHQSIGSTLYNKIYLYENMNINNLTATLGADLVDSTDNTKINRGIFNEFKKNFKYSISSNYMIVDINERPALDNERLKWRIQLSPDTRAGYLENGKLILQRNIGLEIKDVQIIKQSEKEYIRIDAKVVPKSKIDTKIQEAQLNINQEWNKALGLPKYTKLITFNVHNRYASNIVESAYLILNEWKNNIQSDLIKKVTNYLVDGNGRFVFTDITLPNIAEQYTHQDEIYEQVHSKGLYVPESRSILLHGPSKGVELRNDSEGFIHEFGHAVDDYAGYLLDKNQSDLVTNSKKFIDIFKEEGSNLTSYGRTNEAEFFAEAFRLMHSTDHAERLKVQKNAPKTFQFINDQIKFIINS
PriA SSB inh = K. pneumoniae PriA-SSBct interaction inhibition; AlphaScreen SSBct-PriA binding, biotinylated peptide; inhibition, % at 33 µM; 430,000 compounds, 0.6% hits; in the data active = inhibition mostly above about 37%, no sharp cut-off; inactive = mostly below about 20%;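 also: plate controls were negative control peptide for no effect and reference peptide for full effect; strong numbers were not always called active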
BoNT A protease = BoNT A light chain protease inhibition. multiplex microsphere protease substrate cleavage, flow cytometry. inhibition, % at 10 µM. 360,000 compounds, 0.17% hits; also: plate controls were buffer without enzyme for full effect and enzyme alone for no effect
* marks the source's active call; other numbers are inactive results; i = inactive; ? = inconclusive; . = no result given; & = joins results of further samples. Rule as the data show it, unless noted: active = inhibition above about 30%; inconclusive = no clear call, values can overlap the other calls; inactive = below that. A portion of the library, so the mix of outcomes need not match the whole.

SMILES	PrPC surface inh	PfHsp40 yeast	TcdB inh	Vc quorum ag	3CLpro inhibitor	Yp Topo-I inh	Anthrax LF inh2	PriA SSB inh	BoNT A protease
CCCCc1c(O)nc(SC2CC(=O)N(c3ccc(C(=O)OCC)cc3)C2=O)[nH]c1=O (stereo unspecified)	3	-0.4	0.8	-0.7	0	0	12	1	-1.8
O=C1c2ccccc2C(=O)N1N(c1ccccc1)c1ccccc1	-8	-0.2	0.9	-4.5	.	24	0	-1	-0.6
COc1ccc(C2C(C(C)=O)=C(O)C(=O)N2c2cccnc2)c(OC)c1 (stereo unspecified)	-2	2.3	.	2.0	1	-2	-4	-4	-0.7
Cc1ccc(OCCCCn2c(CO)nc3ccccc32)cc1	6	0.6	1.6	i	1	12	-5	0	-0.7
COCCNC(=O)C1(C)CCCN(C(=O)c2ccc3c(c2)OCO3)C1 (stereo unspecified)	-4	.	-0.7	0.2	.	-8	2	.	0.1
COC(=O)CCCC1=CC2=C(c3ccccc3)C(=O)C(C)(OC(=O)C3CCCC3)C(=O)C2=CN1Cc1ccco1 (stereo unspecified)	-7	-1.7	-0.4	-0.3	.	25	-3	-5	1.1
COc1ccc(NC(=O)CN2CCC(C(N)=O)(N3CCCCC3)CC2)c(OC)c1	-7	1.6	0.1	-0.2	-4	-3	-4	6	-0.8
O=c1c2oc3ccccc3c2ncn1Cc1ccc(F)cc1	17	20	1.5	i	-2	3	-6	-15	-0.5
COc1ccccc1CNc1nc(NCc2cnc(C)cn2)c2sccc2n1	3	.	1.3	0.3	.	6	-2	.	0.3
O[C@@H]1C[C@H](c2ccc(Cl)cc2)N(CC2CCCCC2)C[C@H]1n1cc(C2CC2)nn1	5	.	-1.5	-0.4	.	-1	-1	.	0.2
Cc1ccc2nc(NC(=O)C3=NN(c4ccccc4)C(=O)CC3)sc2c1	-5	3.5	1.1	.	2	9	1	11	-0.1
Cc1ccc(C(=O)CSc2ncnc3ccccc23)o1	-4	1.9	0.0	-0.2	-3	2	-3	8	0.7
CC1CCN(Cc2cnc(Cl)s2)CC1	2	-1.7	.	i	3	0	3	1	0.3
CN(c1ccccc1C(=O)NC1CC2CCC1C2)S(=O)(=O)c1ccccc1 (stereo unspecified)	0	-0.2	-0.2	-0.4	-2	0	1	-6	0.1
COc1cc(/C=N/Nc2nc(Nc3ccccc3)nc(-n3nc(C)cc3C)n2)cc(OC)c1OC	10	9.9	0.4	-0.2	5	27	-1	.	-0.5
CC(NC(=O)c1cccc(N(C)C)c1)c1ccc(-n2ccnc2)cc1 (stereo unspecified)	3	0.5	0.4	5.0	4	3	0	9	-12
Cc1ccc(/C([O-])=C(/C(=S)Nc2ccc(SC(F)F)cc2)[n+]2ccccc2)cc1[N+](=O)[O-]	1	0.5	1.1	i	0	-14	2	.	2.3
COc1ccc(-c2nc3ccc(Br)cn3c2CC(C)(C)C)cc1OC	3	.	0.4	.	.	.	0	.	0.3
O=C(CN1CCN(S(=O)(=O)c2ccccc2)CC1)Nc1ccccc1C(=O)c1ccccc1	0	0.6	0.1	-0.2	2	17	-4	-4	-1.0
COc1cccc(NC(=O)C2CC2(c2cccc(OC)c2)c2cccc(OC)c2)c1 (stereo unspecified)	3	-1.9	4.0	-0.6	0	-5	-3	-11	-0.3
O=C(O)CC1NC(=S)N(Cc2ccccc2)C1=O (stereo unspecified)	3	.	0.0	-0.7	.	-7	-1	.	0.1
Cc1cccc(C)c1NC(=O)Cn1c(CN2CCCCC2)nc2ccccc2c1=O	-3	-0.7	.	-0.5	-9	2	3	-5	-0.2
C=C(C)COc1ccc2c(C)c(CC(=O)OC)c(=O)oc2c1C	.	-1.2	.	i	0	-3	-2	-15	0.0
COc1ccc(NC(=O)c2cc3c(Cl)nc4ccccc4c3s2)cc1OC	5	0.8	-0.4	-0.6	1	12	-7	-11	-1.3
COc1ccc(OC)c2[nH]c(=O)c(CCNS(=O)(=O)c3ccc(F)cc3)cc12	-4	-0.9	0.5	-4.0	-5	-5	12	3	2.8
CCOc1[nH]n(-c2ccccc2)c(=O)c1C=NCC(=O)OC	-1	-0.2	1.1	-5.6	2	2	2	1	-0.3
CCCC(=O)c1c(O)[nH]c(=O)[nH]c1=O	-5	1.0	0.4	-0.2	-6	-3	2	-8	-0.7
O=c1ccc(-c2nc3ccccc3n2Cc2ccc(Cl)cc2)c[nH]1	-8	0.0	-0.5	i	2	11	-8	-3	-0.9
C=CCNC(=O)c1onc(CSc2ccc(Cl)cc2)c1C(=O)O	0	-0.7	3.0	-0.9	4	0	-8	-9	-0.5
NCCc1nnc(SCC(=O)Nc2ccc(Br)cc2)o1	10	0.9	-0.2	0.9	-3	-5	-4	2	-0.2
CCCCn1nnnc1C(c1ccccc1)N1CCN(c2ccccc2OC)CC1 (stereo unspecified)	4	.	0.9	.	.	.	-11	.	-0.3
CN(Cc1ccccc1C(F)(F)F)C(=O)C1CCC(=O)N(CC2CCCCC2)C1 (stereo unspecified)	5	.	-0.4	-0.3	.	16	-8	.	0.1
Nc1nonc1-n1nnc(C(=O)N/N=C/c2ccc3c(c2)OCO3)c1-c1ccccc1	7	0.6	-0.1	-0.4	-8	-8	0	.	2.7
Cc1cccc(C(=O)NCC(=O)N2CC(=O)Nc3ccccc32)c1	-1	-0.5	0.7	0.6	2	3	3	-6	-0.9
COc1cccc(C(=O)Nc2ccc(S(=O)(=O)N3CCCCC3)cc2)c1OC	-4	0.7	-0.5	i	-3	-9	0	-8	1.7
O=C(CNC(=O)c1ccco1)OCc1c(F)cccc1Cl	-7	0.8	.	3.0	-3	1	-2	-4	?
c1cn(CC2(Cn3ccnc3)COC2)cn1	-1	-0.3	.	i	-3	0	0	-32	1.1
C[N+]1(CCN2C(=O)C3CC=C(Cl)CC3C2=O)CCOCC1 (stereo unspecified)	-4	-1.9	.	i	-3	5	5	-18	0.3
Cc1ccc(C(=O)NNC(=O)CSc2nnc3ccccn23)cc1	0	-0.1	0.2	i	.	6	-1	-9	-0.5
COc1ccc(Cc2ccccc2C(=O)O)cc1	-3	2.1	1.5	i	.	8	4	-8	-0.4
O=C1CC(=O)Nc2cc(S(=O)(=O)Nc3ccc(Cl)c(C(F)(F)F)c3)ccc2N1	11	6.3	-1.6	-0.6	2	-3	2	-1	0.5
Nc1nc(N)c2c(ccc3c2ccn3Cc2cccc([N+](=O)[O-])c2)n1	-7	.	1.9	.	.	.	-7	.	-0.1
CCOC(=O)c1c(NC(=O)C(=O)N/N=C/c2ccc(O)c(OC)c2)sc2c1CCCCC2	4	-1.6	.	i	-7	5	-3	.	0.0
COc1ccc(N2CC(O)=C(c3n(C)c4ccccc4[n+]3C)C2=N)cc1	1	1.9	.	i	-2	1	-10	6	-1.0
O=C(Nc1cccc(-c2cccc(F)c2)c1)C1CCN(Cc2ccco2)CC1	-14	-1.3	1.3	-0.3	1	-4	-3	14	-2.0
C(=C\c1nc(-c2ccccc2)no1)/c1ccccc1	-5	0.7	0.2	0.2	-1	0	0	-54	0.0
CSCCC(NC(=O)c1ccco1)C(=O)N1CCN(c2ccccc2O)CC1 (stereo unspecified)	-6	-0.6	1.8	i	.	4	4	-5	2.9
CCc1ccccc1NC(=O)CN1CCN(C(=O)C2CCN(C(=O)/C=C/c3ccccc3)CC2)CC1	0	-0.1	0.7	-2.4	.	19	-6	0	-0.5
CCCCCOP(=O)(OCCCCC)C1(NS(=O)(=O)c2ccccc2)C=CC(=O)c2ccccc21 (stereo unspecified)	-2	3.6	.	i	9	22	-2	12	-1.0
COCCOC(=O)C1=C(C)N=C2SCCC(=O)N2C1c1cccc(Br)c1 (stereo unspecified)	-3	-0.4	.	i	2	8	1	-12	-3.1
CCCCOc1ccccc1C1C(C(=O)OC)=C(C)N(C)C(C)=C1C(=O)OC	-1	0.5	.	2.2	-3	-12	1	-17	-0.2
CC(O)C(C(=O)OCc1ccc([N+](=O)[O-])cc1)N1C(=O)c2ccccc2C1=O (stereo unspecified)	-8	0.4	.	-1.9	3	-1	-1	8	-0.3
CC(C)(C)NC(=O)C1CCN(S(=O)(=O)c2ccc(Br)cc2)CC1	-4	1.6	.	i	-2	3	-9	-4	-0.5
Cc1ccccc1Cn1c(CN2CCc3ccccc3C2)nc2c1c(=O)n(C)c(=O)n2C	4	-1.0	.	-0.5	3	22	-9	3	1.3
COc1ccc(NC(=O)CC(C)C)c(OC)c1	2	-0.1	.	4.7	0	-12	4	-1	1.1
CCOC(=O)C1=C(C)Nc2nc(C)nn2C1c1ccc(OCC)c(OC)c1 (stereo unspecified)	-3	-1.3	1.0	i	1	3	-3	1	-0.4
O=C(c1cc2ccccc2c(=O)o1)N1CCCCCC1	-7	-0.7	0.7	-0.2	3	1	-1	-6	-0.1
Cc1nn(Cc2ccccc2)c(C)c1C(=O)N1CCN(CC(=O)Nc2ccccc2Cl)CC1	7	-0.4	1.0	-0.3	.	14	2	2	-0.2
Cc1cc(C)c(NC(=S)N(CCc2ccncc2)C(C)C)c(C)c1	8	-0.1	-0.5	i	4	-7	-13	-9	-0.7
OC[C@H]1O[C@@H](Oc2ccc3cc(Br)ccc3c2)[C@H](O)[C@@H](O)[C@H]1O	20	-0.7	0.8	-0.3	.	1	-3	-7	-2.1
(list continues)
SMILES	PrPC surface inh	PfHsp40 yeast	TcdB inh	Vc quorum ag	3CLpro inhibitor	Yp Topo-I inh	Anthrax LF inh2	PriA SSB inh	BoNT A protease
CCCCOc1ccc(C2/C(=C(/O)c3ccc4c(c3)CC(C)O4)C(=O)C(=O)N2CCCN2CCOCC2)cc1OC (stereo unspecified)	1	-1.0	0.0	0.9	-6	26	.	.	.
CCOc1cc(-c2conc2N)cc(OCC)c1OCC	-7	-1.0	.	-0.6	1	-2	-2	-3	-0.1
COc1ccc(C(CCN2CCCC(C)C2)c2c(OC)cc(OC)c3c(-c4ccccc4)cc(=O)oc23)cc1 (stereo unspecified)	-11	-1.4	-0.6	-0.5	.	0	6	19	-0.7
C[C@]12CC[C@H]3[C@@H](CCC4=CC(=O)CC[C@@]43C)[C@@H]1CC[C@@H]2O	1&-2	0.1&-1.2	-0.8&0.0	-0.3&-0.3	.	1&6	4&-2	-2	0.0&0.7
CC(C)[C@@H](C(=O)N1CCN(Cc2ccc3c(c2)OCO3)CC1)n1nnc2ccccc2c1=O	6	-0.2	0.7	i	-1	15	0	8	-2.8
CC(=O)Nc1ccc(Sc2ccc([N+](=O)[O-])o2)cc1	69*	54*	0.4	i	.	-3	-8	3	-0.8
O=C(N/N=C/c1ccc(O)cc1)c1cncc(Br)c1	2	?	2.4	0.6	0	3	-14	.	-1.7
COc1ccc(Cl)cc1Cn1c(C)c(C(=O)NCc2cccc(Cl)c2)sc1=O	-2	.	0.6	-0.5	.	15	0	.	-0.3
COc1ccc(CNC(=O)[C@@H](Cc2ccccc2)NC(=O)CC[C@H]2O[C@@H](n3ccc(=O)[nH]c3=O)[C@H](O)[C@@H]2O)cc1	0	.	1.7	.	.	.	3	.	0.0
COc1ccc2nc(SCc3cccnc3)c(C#N)cc2c1	-13	0.1	.	6.9	3	-10	-7	-24	0.0
Cc1ccc(CNC(=O)CN(C)C2=NS(=O)(=O)c3ccccc32)cc1	5	-0.5	-0.2	-2.7	.	-1	-11	2	0.5

Profiles, quoted from the list. Screens in order: PrPC surface inh	PfHsp40 yeast	TcdB inh	Vc quorum ag	3CLpro inhibitor	Yp Topo-I inh	Anthrax LF inh2	PriA SSB inh	BoNT A protease
CC(NC(=O)c1cccc(N(C)C)c1)c1ccc(-n2ccnc2)cc1 (stereo unspecified) is entered as 3	0.5	0.4	5.0	4	3	0	9	-12
O=C(CN1CCN(S(=O)(=O)c2ccccc2)CC1)Nc1ccccc1C(=O)c1ccccc1 is entered as 0	0.6	0.1	-0.2	2	17	-4	-4	-1.0
COc1ccc(CNC(=O)[C@@H](Cc2ccccc2)NC(=O)CC[C@H]2O[C@@H](n3ccc(=O)[nH]c3=O)[C@H](O)[C@@H]2O)cc1 is entered as 0	.	1.7	.	.	.	3	.	0.0

Screening data deposited in PubChem BioAssay by several laboratories.
